MazEF act: increases E. coli MazEF RNase cleavage of RNA; activation, % at 20 µM; 0.32% of 350,000 active; P0AE70; FAM/BHQ RNA-DNA oligo cleavage fluorescence, 5 h; in the data active = activation above about 50%
Target sequence (P0AE70 whole entry, looked up): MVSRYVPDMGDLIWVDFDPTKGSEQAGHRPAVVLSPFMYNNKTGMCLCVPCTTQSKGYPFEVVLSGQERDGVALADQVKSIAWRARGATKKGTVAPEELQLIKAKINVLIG
BoNT F protease: BoNT F light chain protease inhibition; Multiplex microsphere protease cleavage assay, flow cytometry; inhibition, % at 10 µM; 0.22% of 360,000 active; AID 588497; in the data active = inhibition above about 35%, passing the limit was not always enough; inconclusive = no clear call, values can overlap the other calls; note: plate controls were buffer without enzyme for full effect and enzyme alone for no effect
BioA inh: inhibitors of Mycobacterium tuberculosis BioA enzyme; inhibition, % at 9.99 µM; 0.096% of 360,000 active; purified M. tuberculosis BioA enzyme, plate reader; in the data active = inhibition above about 40%; inconclusive = no clear call, values can overlap the other calls
Rv3671c inh: inhibitors of M. tuberculosis serine protease Rv3671c; 0.048% of 320,000 active; P9WHR9; inhibition, % at 5.96 µM; in the data active = inhibition above about 38%;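 note: extracellular domain of Rv3671c used as enzyme; 0% = enzyme with DMSO and 100% = no enzyme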
Target sequence (P9WHR9 whole entry, looked up, the tested form may be a part): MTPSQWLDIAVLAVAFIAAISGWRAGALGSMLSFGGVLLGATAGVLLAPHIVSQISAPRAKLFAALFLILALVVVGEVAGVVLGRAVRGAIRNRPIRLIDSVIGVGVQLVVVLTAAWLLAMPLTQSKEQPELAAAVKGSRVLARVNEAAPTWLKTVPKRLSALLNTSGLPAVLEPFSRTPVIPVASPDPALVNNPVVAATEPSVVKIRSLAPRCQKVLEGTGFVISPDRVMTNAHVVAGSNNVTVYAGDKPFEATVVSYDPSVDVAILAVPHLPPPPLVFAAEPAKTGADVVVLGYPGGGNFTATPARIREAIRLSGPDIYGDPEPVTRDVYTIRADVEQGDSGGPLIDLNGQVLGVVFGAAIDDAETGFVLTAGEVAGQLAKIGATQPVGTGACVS
Mtb FBA inh: Mtb fructose-bisphosphate aldolase inhibition. purified M. tuberculosis FBA, fluorescence read-out. inhibition, % at 1 µM. 2.3% of 360,000 active; in the data active = inhibition above about 27%;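 note: 0% = vehicle and 100% = reference inhibitor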
FadD28 FP inh: M. tuberculosis FadD28 bisubstrate binding inhibition. AID 588549. inhibition, % at 12.5 µM. 0.22% of 360,000 active. FadD28 bisubstrate probe binding, fluorescence polarization; in the data active = inhibition above about 8.5%, passing the limit was not always enough; inconclusive = no clear call, values can overlap the other calls
PrPC TRFRET: reduces human prion protein on the cell surface; P04156; cell surface PrPC, TR-FRET read-out; inhibition, % at 13.8 µM; 0.43% of 370,000 active; AID 720596; in the data active = inhibition above about 24%; note: 0% = median of the test wells and 100% = reference compound wells
GDH-TPI counter: GDH-TPI coupled enzyme inhibition counter-screen; GDH-TPI coupled enzyme counterscreen, NADH absorbance; 1.2% of 360,000 active; inhibition, % at 4.8 µM; AID 588335; in the data active = inhibition above about 30%;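 note: 0% = DMSO wells and 100% = wells lacking the enzyme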
UGM FP inh: Mtb UDP-galactopyranose mutase inhibition | purified UGM, fluorescence polarization probe displacement | inhibition, % at 10 µM | 0.06% of 320,000 active | AID 504406; in the data active = inhibition above about 10%, passing the limit was not always enough; inconclusive = no clear call, values can overlap the other calls
Target sequence (P9WIQ1 whole entry, looked up): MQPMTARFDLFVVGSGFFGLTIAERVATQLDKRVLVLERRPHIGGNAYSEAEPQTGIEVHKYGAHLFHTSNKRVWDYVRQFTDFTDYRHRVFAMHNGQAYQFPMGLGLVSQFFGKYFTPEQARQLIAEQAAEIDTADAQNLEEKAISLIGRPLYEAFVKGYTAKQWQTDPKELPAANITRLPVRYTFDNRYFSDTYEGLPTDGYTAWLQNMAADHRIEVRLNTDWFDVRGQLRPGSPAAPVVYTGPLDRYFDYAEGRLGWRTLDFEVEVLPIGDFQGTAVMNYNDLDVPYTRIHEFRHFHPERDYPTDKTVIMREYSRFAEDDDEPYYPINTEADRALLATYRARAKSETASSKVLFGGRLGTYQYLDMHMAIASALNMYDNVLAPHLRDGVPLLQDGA
Numbers without * were called inactive.

What do the screens show for `CC1CN(C(=O)C2CCCC2)C(C)CN1C(=O)C1CCCC1` (stereo not given)?
MazEF act: 4; BoNT F protease: -8; BioA inh: 1.8; Rv3671c inh: -3; Mtb FBA inh: 2; FadD28 FP inh: -3.9; PrPC TRFRET: 1; GDH-TPI counter: -12; UGM FP inh: 0.1

Results for CCN1C(=O)/C(=C/c2cn(C)nc2C)SC1=S ?
MazEF act: -12; BoNT F protease: 5; Rv3671c inh: 1; Mtb FBA inh: -2; FadD28 FP inh: 0.4; PrPC TRFRET: 4; GDH-TPI counter: 21

Results for COc1ccc(NC(=O)c2cc(-c3ccco3)nc3ccccc23)cc1 ?
MazEF act: -12; BoNT F protease: 0; Rv3671c inh: 1; Mtb FBA inh: 3; FadD28 FP inh: 0.3; PrPC TRFRET: -4; GDH-TPI counter: 6; UGM FP inh: -2.7

Results for COc1ccc(C(O)c2nc(-c3cccc4cccnc34)cs2)cc1 (stereo not given) ?
BoNT F protease: 0; BioA inh: 0.1; Mtb FBA inh: -1; FadD28 FP inh: -2.0; PrPC TRFRET: -12; GDH-TPI counter: 3

How did O=C(NCc1cccnc1)Nc1cccc(C(F)(F)F)c1 do in these assays?
MazEF act: -5; BoNT F protease: -5; BioA inh: 0.8; Mtb FBA inh: 0; FadD28 FP inh: -2.1; PrPC TRFRET: -2; GDH-TPI counter: 5; UGM FP inh: -3.5

How did Nc1c(C(=O)C2CC2)sc2nc3c(cc12)CCC3 do in these assays?
MazEF act: -1; BoNT F protease: 2; Rv3671c inh: -2; Mtb FBA inh: 8; FadD28 FP inh: 0.1; PrPC TRFRET: -8; GDH-TPI counter: -3; UGM FP inh: 2.7

How did COc1ccc(CNC(=O)c2ccccc2C(=O)O)cc1 do in these assays?
MazEF act: 2; BoNT F protease: -1; Rv3671c inh: -11; Mtb FBA inh: 1; FadD28 FP inh: -1.2; PrPC TRFRET: -2; GDH-TPI counter: 3; UGM FP inh: 2.3

Results for COc1ccc(NC(=O)Cc2ccc(C)cc2)cc1S(=O)(=O)N1CCCCC1 ?
MazEF act: -3; BoNT F protease: 6; BioA inh: 0.1; Rv3671c inh: -2; Mtb FBA inh: -3; PrPC TRFRET: 1; GDH-TPI counter: 5; UGM FP inh: -2.1

What do the screens show for `COc1ccc(C(=O)OCC2CC(c3ccccc3)N(C)O2)cc1` (stereo not given)?
MazEF act: -7; BoNT F protease: -5; Rv3671c inh: 5; Mtb FBA inh: 0; FadD28 FP inh: -2.1; PrPC TRFRET: -2; GDH-TPI counter: 4; UGM FP inh: -2.9

What do the screens show for `CCOC(=O)C1=C(C)N=c2sc(=Cc3ccc(OCC(=O)O)cc3)c(=O)n2C1c1ccc(Cl)cc1` (stereo not given)?
BoNT F protease: 10; BioA inh: -3.4; Mtb FBA inh: -2; FadD28 FP inh: -11; PrPC TRFRET: -7; GDH-TPI counter: 11

What do the screens show for `O=c1oc2cc(O)ccc2cc1-c1nc2ccccc2o1`?
BoNT F protease: 3; Mtb FBA inh: active; FadD28 FP inh: -2.1; PrPC TRFRET: -9

How did CCOC(=O)C(C)N1C(=O)S/C(=C/c2ccc3c(c2)n(C)c(=O)n3C)C1=O (stereo not given) do in these assays?
MazEF act: 6; BoNT F protease: 3; BioA inh: -0.9; Rv3671c inh: -7; Mtb FBA inh: -3; FadD28 FP inh: 0.1; PrPC TRFRET: -7; GDH-TPI counter: 23; UGM FP inh: 0.0

How did CCCCCCNCc1c(F)cccc1Cl do in these assays?
MazEF act: 4; BoNT F protease: -3; Rv3671c inh: -6; Mtb FBA inh: -3; FadD28 FP inh: -5.2; PrPC TRFRET: 5; GDH-TPI counter: 5; UGM FP inh: -1.3

How did Cc1ccc(OCC(=O)NC2CC(C)(C)NC(C)(C)C2)cc1C do in these assays?
MazEF act: -21; BoNT F protease: -7; BioA inh: -1.6; Rv3671c inh: -7; Mtb FBA inh: 0; FadD28 FP inh: -3.0; PrPC TRFRET: 5; GDH-TPI counter: -4; UGM FP inh: -1.3

What do the screens show for `Cc1[nH]c(=O)[nH]c(=O)c1S(=O)(=O)Nc1ccc(F)cc1Cl`?
MazEF act: -1; BoNT F protease: 17; BioA inh: -1.5; Mtb FBA inh: 1; FadD28 FP inh: -0.1; PrPC TRFRET: 3; GDH-TPI counter: 0; UGM FP inh: -3.0

The last four records of the section before come first, to join the parts.
How did CCOC(=O)C(C)N1C(=O)S/C(=C/c2ccc3c(c2)n(C)c(=O)n3C)C1=O (stereo not given) do in these assays?
MazEF act: 6; BoNT F protease: 3; BioA inh: -0.9; Rv3671c inh: -7; Mtb FBA inh: -3; FadD28 FP inh: 0.1; PrPC TRFRET: -7; GDH-TPI counter: 23; UGM FP inh: 0.0

How did CCCCCCNCc1c(F)cccc1Cl do in these assays?
MazEF act: 4; BoNT F protease: -3; Rv3671c inh: -6; Mtb FBA inh: -3; FadD28 FP inh: -5.2; PrPC TRFRET: 5; GDH-TPI counter: 5; UGM FP inh: -1.3

How did Cc1ccc(OCC(=O)NC2CC(C)(C)NC(C)(C)C2)cc1C do in these assays?
MazEF act: -21; BoNT F protease: -7; BioA inh: -1.6; Rv3671c inh: -7; Mtb FBA inh: 0; FadD28 FP inh: -3.0; PrPC TRFRET: 5; GDH-TPI counter: -4; UGM FP inh: -1.3

What do the screens show for `Cc1[nH]c(=O)[nH]c(=O)c1S(=O)(=O)Nc1ccc(F)cc1Cl`?
MazEF act: -1; BoNT F protease: 17; BioA inh: -1.5; Mtb FBA inh: 1; FadD28 FP inh: -0.1; PrPC TRFRET: 3; GDH-TPI counter: 0; UGM FP inh: -3.0

What do the screens show for `C[N+]12CCC(CC1)C(OC(=O)C(O)(c1ccccc1)c1ccccc1)C2` (stereo not given)?
MazEF act: 0; BoNT F protease: -7; BioA inh: 0.2; Rv3671c inh: 6; Mtb FBA inh: 1; FadD28 FP inh: -1.9; PrPC TRFRET: -3; GDH-TPI counter: 1; UGM FP inh: -2.8

How did CCCC(=O)Nc1ccccc1NC(=O)C1CCCCC1 do in these assays?
MazEF act: 5; BoNT F protease: 2; BioA inh: 0.4; Rv3671c inh: -3; Mtb FBA inh: 2; FadD28 FP inh: -2.1; PrPC TRFRET: -4; GDH-TPI counter: -1; UGM FP inh: 2.2

Results for Cn1c(C(O)c2ccc(Br)cc2)nc(Cl)c1Cl (stereo not given) ?
MazEF act: 3; BioA inh: -0.1; Rv3671c inh: 3; Mtb FBA inh: -4; FadD28 FP inh: -5.1; PrPC TRFRET: 1; GDH-TPI counter: -2; UGM FP inh: 1.2

Results for COc1ccc(OC)c(C(=O)Cn2c3[n+](c4ccc(C(F)(F)F)cc42)CCCCC3)c1 ?
MazEF act: -9; BoNT F protease: 3; BioA inh: 0.3; Rv3671c inh: -2; Mtb FBA inh: 13; FadD28 FP inh: 0.5; PrPC TRFRET: 6; GDH-TPI counter: -1; UGM FP inh: -1.1

What do the screens show for `COc1ccc(S(=O)(=O)N2c3ccccc3OCC2c2ccccc2)cc1` (stereo not given)?
MazEF act: -10; BoNT F protease: 2; BioA inh: 0.4; Rv3671c inh: -11; Mtb FBA inh: -2; FadD28 FP inh: -1.1; PrPC TRFRET: 5; GDH-TPI counter: 6; UGM FP inh: -1.5

Results for CC1c2ccccc2-c2ccccc2N1C (stereo not given) ?
MazEF act: 6; BoNT F protease: -2; BioA inh: -1.1; Mtb FBA inh: 13; FadD28 FP inh: -3.0; PrPC TRFRET: 1; GDH-TPI counter: -1

How did Cc1ccc(C(C)C)c(OCc2nn(CC(=O)c3ccc(Cl)cc3)c3[n+]2CCCCC3)c1 do in these assays?
MazEF act: 11; BoNT F protease: -4; Rv3671c inh: 2; Mtb FBA inh: -1; FadD28 FP inh: -6.8; PrPC TRFRET: 9; GDH-TPI counter: -6; UGM FP inh: 0.2

What do the screens show for `Cc1ccc(-c2nnc(N3CCN(c4ccccn4)CC3)c3ccccc23)cc1`?
MazEF act: -6; BoNT F protease: 12; BioA inh: 4.5; Rv3671c inh: 2; Mtb FBA inh: 2; FadD28 FP inh: -0.2; PrPC TRFRET: 1; GDH-TPI counter: 7; UGM FP inh: -1.4

What do the screens show for `COc1ccc(-c2nnc(SCC(=O)Nc3c(Cl)cc(Cl)cc3C(=O)O)o2)cc1`?
MazEF act: 2; BoNT F protease: 1; Rv3671c inh: -1; Mtb FBA inh: 2; FadD28 FP inh: -1.3; PrPC TRFRET: -1; GDH-TPI counter: 5; UGM FP inh: 1.3

How did O=C(c1ccco1)N1CCN(C(=O)C(Cc2ccccc2)NS(=O)(=O)c2cccs2)CC1 (stereo not given) do in these assays?
MazEF act: 0; BoNT F protease: inconclusive; BioA inh: 2.3; Rv3671c inh: -4; Mtb FBA inh: 0; FadD28 FP inh: -1.1; PrPC TRFRET: 6; GDH-TPI counter: 7; UGM FP inh: -1.3

How did C/C(=N\NC(=O)CN(c1ccccc1)S(=O)(=O)c1ccccc1[N+](=O)[O-])C(C)(C)C do in these assays?
MazEF act: 1; BoNT F protease: -3; BioA inh: -4.7; Rv3671c inh: 12; Mtb FBA inh: 1; FadD28 FP inh: 0.7; PrPC TRFRET: -8; GDH-TPI counter: 9; UGM FP inh: 0.1

Results for COc1ccc(S(=O)(=O)N(CCCN2CCCC2=O)Cc2cc3c(C)cc(C)cc3[nH]c2=O)cc1 ?
MazEF act: -7; BoNT F protease: -12; BioA inh: 2.2; Mtb FBA inh: 33*; FadD28 FP inh: -2.1; PrPC TRFRET: -9; GDH-TPI counter: 29

What do the screens show for `COc1ccc(/C(C)=N/NC(=O)c2ccc3nc[nH]c3c2)cc1`?
MazEF act: 10; BoNT F protease: -4; BioA inh: 0.6; Rv3671c inh: -2; Mtb FBA inh: 1; FadD28 FP inh: -1.3; PrPC TRFRET: 7; GDH-TPI counter: 12; UGM FP inh: 1.4

What do the screens show for `O=C1NC(=S)SC1=Cc1ccc(F)cc1`?
MazEF act: -8; BoNT F protease: -3; Mtb FBA inh: -3; FadD28 FP inh: -5.9; PrPC TRFRET: -6; GDH-TPI counter: 20

How did CCOc1ccccc1C(=O)Nc1nnc(COC)s1 do in these assays?
MazEF act: 1; BioA inh: -1.0; Rv3671c inh: 12; Mtb FBA inh: 6; FadD28 FP inh: 0.3; PrPC TRFRET: -1; GDH-TPI counter: 10; UGM FP inh: -2.6

Results for O=C(CCc1ccccc1)N[C@@H]1c2ccccc2CC[C@@H]1OCc1ccccc1 ?
MazEF act: 5; BoNT F protease: 3; BioA inh: 0.1; Mtb FBA inh: -2; FadD28 FP inh: -0.7; PrPC TRFRET: -1; GDH-TPI counter: -10

How did O=C(O)CSc1nc2ccccc2nc1Cc1ccccc1F do in these assays?
MazEF act: 5; BoNT F protease: -28; Rv3671c inh: 2; Mtb FBA inh: -1; FadD28 FP inh: -1.2; PrPC TRFRET: 21; GDH-TPI counter: 10; UGM FP inh: -3.3

Results for Cc1ccc(OCC(=O)Nc2ccc(C(N)=O)cc2)cc1 ?
MazEF act: -1; BoNT F protease: -17; BioA inh: -1.8; Rv3671c inh: -11; Mtb FBA inh: 0; PrPC TRFRET: -3; GDH-TPI counter: -3; UGM FP inh: 1.2

What do the screens show for `CC(=O)c1ccc(N2CCN(C(=O)CCCc3nc4ccccc4s3)CC2)cc1`?
MazEF act: -10; BoNT F protease: 2; Rv3671c inh: 3; Mtb FBA inh: 1; FadD28 FP inh: -2.2; PrPC TRFRET: 2; GDH-TPI counter: 32*; UGM FP inh: -1.3

How did CC(=O)c1ccc(-c2ccc(C(=O)Nc3nc(C)c(C(C)=O)s3)o2)cc1 do in these assays?
MazEF act: -8; BoNT F protease: -2; BioA inh: 0.5; Rv3671c inh: -4; Mtb FBA inh: 3; FadD28 FP inh: -4.1; PrPC TRFRET: -3; GDH-TPI counter: 10; UGM FP inh: 0.1

Results for CC1(C)Oc2ccc3ccc(=O)oc3c2C[C@H]1O[C@@H]1O[C@H](CO)[C@@H](O)[C@H](O)[C@H]1O ?
MazEF act: 3; BoNT F protease: 4; BioA inh: -1.0; Rv3671c inh: 6; Mtb FBA inh: 55*; FadD28 FP inh: -1.4; PrPC TRFRET: 0; GDH-TPI counter: 11; UGM FP inh: 4.1

How did Fc1ccccc1Nc1ncnc2c1nnn2Cc1ccccc1 do in these assays?
MazEF act: -4; BoNT F protease: 4; BioA inh: 3.2; Rv3671c inh: -12; Mtb FBA inh: 0; FadD28 FP inh: 0.0; PrPC TRFRET: 0; GDH-TPI counter: 0; UGM FP inh: -1.5
